3CLpro inhibitor: SARS-CoV 3CLpro protease inhibitors, primary screen, biochemical, quenched FRET | inhibition, % at 6 µM | hit rate 0.14% among 290,000 | Replicase polyprotein 1ab (Severe acute respiratory syndrome coronavirus), P0C6X7 | AID 1706, 2009 | recombinant SARS-CoV 3CLpro, quenched FRET peptide cleavage; in the data active means inhibition above about 12%
SSB-PriA inh: inhibitors of Klebsiella pneumoniae PriA binding to SSB C-terminal tail, primary screen, biochemical, AlphaScreen; AlphaScreen SSBct-PriA binding, biotinylated peptide; inhibition, % at 33 µM; hit rate 0.6% among 430,000; in the data active means inhibition mostly above about 37%, no sharp cut-off; inactive means mostly below about 20%;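 further: plate controls were negative control peptide for no effect and reference peptide for full effect; strong numbers were not always called active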
PfHsp40 yeast: rescue of yeast from PfHsp40 toxicity, primary screen, S. cerevisiae, ATP luminescence; S. cerevisiae expressing PfHsp40, growth rescue; growth rescue, % at 12.5 µM; hit rate 0.68% among 340,000; in the data active means growth rescue above about 28%, passing the limit was not always enough;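 further: yeast W303a lacking pdr1 and pdr3 grown in galactose medium; growth measured after three days at 30 °C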
VHR inh abs: VHR1 phosphatase inhibitors, primary screen, biochemical, absorbance, uHTS | inhibition, % at 13.3 µM | Dual specificity protein phosphatase 3 (Homo sapiens), P51452 | hit rate 0.52% among 290,000 | recombinant VHR phosphatase, pNPP absorbance | AID 1654, 2009; in the data active means inhibition above about 50%; further: some compounds called inactive have numbers as strong as hits
Target sequence (P51452 whole entry, looked up): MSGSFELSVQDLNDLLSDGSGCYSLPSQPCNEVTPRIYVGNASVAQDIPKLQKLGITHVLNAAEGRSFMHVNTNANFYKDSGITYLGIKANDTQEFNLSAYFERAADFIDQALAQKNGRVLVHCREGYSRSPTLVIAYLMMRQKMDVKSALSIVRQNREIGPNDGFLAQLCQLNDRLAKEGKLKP
Anthrax LF prot: Bacillus anthracis LF protease inhibitors, primary screen, biochemical, multiplex microsphere, MLPCN library; hit rate 0.12% among 360,000; inhibition, % at 10 µM; AID 588501, 2011; Lethal factor (Bacillus anthracis), P15917; multiplex microsphere protease cleavage assay; in the data active means inhibition above about 30%; further: plate controls were buffer without enzyme for full effect and enzyme alone for no effect
Vc quorum ag: inducers of Vibrio cholerae quorum light production without autoinducers, primary screen, BH1578 luxS cqsA deficient, single point. V. cholerae BH1578 lux reporter, luminescence, 6 h. activation, % at 18.7 µM. hit rate 0.16% among 350,000. AID 588436, 2011; in the data active means activation mostly above about 9.7%, no sharp cut-off; further: not every result past the cut was called active; inactives centre near 0; reference of the scale not given here
TcdB inh: TcdB glycohydrolase inhibitors, primary screen, biochemical, single point, plate reader | Toxin B (Clostridioides difficile), P18177 | TcdB glycohydrolase enzymatic assay | inhibition, % at 9.99 µM | hit rate 0.24% among 350,000 | AID 652162, 2013; in the data active means inhibition above about 10%
MazF activator: activators of E. coli MazEF toxin-antitoxin RNase, primary screen, biochemical, fluorescence, uHTS; Endoribonuclease toxin MazF (Escherichia coli (strain K12)), P0AE70; activation, % at 20 µM; hit rate 0.32% among 350,000; FAM/BHQ RNA-DNA oligo cleavage fluorescence, 5 h; in the data active means activation above about 50%
Target sequence (P0AE70 whole entry, looked up): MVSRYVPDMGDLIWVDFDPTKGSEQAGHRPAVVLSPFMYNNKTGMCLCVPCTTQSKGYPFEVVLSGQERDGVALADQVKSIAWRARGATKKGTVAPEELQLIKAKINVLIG
Rv3671c protease: Rv3671c serine protease inhibitors, primary screen, biochemical, fluorescence polarization, M. tuberculosis H37Rv; hit rate 0.048% among 320,000; P9WHR9; inhibition, % at 5.96 µM; in the data active means inhibition above about 38%;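 further: extracellular domain of Rv3671c used as enzyme; 0% = enzyme with DMSO and 100% = no enzyme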
Target sequence (P9WHR9 whole entry, looked up, the tested form may be a part): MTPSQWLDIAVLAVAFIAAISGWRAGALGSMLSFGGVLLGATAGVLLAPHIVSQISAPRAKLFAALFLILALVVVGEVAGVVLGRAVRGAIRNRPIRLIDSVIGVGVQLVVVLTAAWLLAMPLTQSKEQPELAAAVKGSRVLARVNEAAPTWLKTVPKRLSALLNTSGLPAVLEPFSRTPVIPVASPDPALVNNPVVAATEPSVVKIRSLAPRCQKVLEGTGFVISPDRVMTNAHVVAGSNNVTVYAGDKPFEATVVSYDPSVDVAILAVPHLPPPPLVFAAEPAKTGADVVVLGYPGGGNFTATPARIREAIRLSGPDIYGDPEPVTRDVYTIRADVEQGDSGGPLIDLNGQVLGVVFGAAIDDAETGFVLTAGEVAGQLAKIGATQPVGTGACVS
Yp Topo-I inh: Yersinia pestis topoisomerase I inhibitors, primary screen, biochemical, cleavage product accumulation, plate reader, single point | activity, % at 10 µM | AID 504884, 2011 | DNA topoisomerase I (Yersinia pestis CO92) | Y. pestis Topo-I cleavage product accumulation | hit rate 0.064% among 360,000; in the data active means activity above about 50%, passing the limit was not always enough; further: inactives centre near 2
The depositor's hits bear a star; i = inactive; · = not tested or not shown.

Value order – 3CLpro inhibitor, SSB-PriA inh, PfHsp40 yeast, VHR inh abs, Anthrax LF prot, Vc quorum ag, TcdB inh, MazF activator, Rv3671c protease, Yp Topo-I inh
CC(=O)Nc1c(NC(=O)CC#N)[nH]c2c(c1=O)c(=O)n(C)c(=O)n2C
    1.7, -3.4, -0.5, 1.9, -1.0, 0.3, ·, 5.5, -1.6, 6.2
COc1ccccc1C(=O)NC(=O)COC(=O)CNC(=O)c1ccc(Cl)c([N+](=O)[O-])c1
    ·, -8.9, 1.0, ·, -0.9, i, 1.2, -3.0, 5.1, 12.4
COc1cc(O)c(C(CCN2CCCC2)c2cc(OC)c(OC)c(OC)c2)c(OC)c1 (stereo not drawn)
    ·, 21.5, 1.8, -7.9, 2.5, i, -0.7, 2.3, -7.0, -13.1
CCOC(=O)N1CCN(c2ncnc3c2[nH]c2ccc(F)cc23)CC1
    4.6, -11.6, 3.6, 23.5, -1.3, i, ·, 1.4, -3.7, 8.1
COc1cc(C(C)=O)ccc1OCCCOc1cccc2cccnc12
    -1.6, -8.8, -1.1, 20.4, 10.1, -0.2, 0.6, 0.6, 0.5, 3.7
O=C(NCCC1=CCCCC1)C1CCN(S(=O)(=O)N2CCCC2)CC1
    -3.4, -12.1, 0.3, 5.5, 2.9, -0.6, 3.9, 10.4, -18.4, 4.8
CSc1nnc(-c2sc(-c3ccccc3)nc2C)n1C
    -5.4, -13.7, -2.7, 12.3, ·, -0.5, ·, -1.0, 1.4, 1.5
CC(C)[C@H](NC(=O)OCc1ccccc1)C(=O)OCC(=O)N1CCCCC1
    ·, -5.8, 1.1, ·, -9.2, 0.4, -0.8, -0.2, ·, 5.7
OCC1OC(n2cnc3c(SCc4ccccc4)ncnc32)C(O)C1O (stereo not drawn)
    ·, -5.3, -0.1, ·, 3.9, 5.6, 0.1, 11.5, ·, 4.3
O=c1c2[nH]c3ccccc3c2ncn1CCCn1ccnc1
    -0.5, -0.6, 0.7, 11.9, 1.7, -0.5, ·, -1.2, -0.7, -1.7
COc1cc(/C=C2\SC(=S)N(NC(=O)c3cccc(O)c3)C2=O)ccc1O
    1.3, 11.0, -0.5, 23.6, 20.6, -5.6, 0.1, -153.8, ·, -13.7
O=c1cc(-c2ccc(O)cc2)oc2c(C3OCC(O)C(O)C3O)c(O)c(C3OC(CO)C(O)C(O)C3O)c(O)c12 (stereo not drawn)
    ·, -5.7, 1.1, 2.7, -6.2, 0.1, 4.8, -6.0, -0.3, -1.9
NC(=O)C1CCCN1S(=O)(=O)c1ccc2ccccc2c1 (stereo not drawn)
    4.4, -13.8, 2.6, 14.0, -2.1, i, 2.1, 7.3, -7.2, 24.5
COc1ccccc1/C=N/NC(=O)c1cccc2ccccc12
    -0.8, ·, 0.4, 11.4, -2.0, -0.9, 2.5, 4.5, -1.1, -4.7
Cc1cc(NC(=O)CCC(=O)N(c2ccc(F)cc2)C(C(=O)NC2CCCC2)c2cccnc2)no1 (stereo not drawn)
    -1.8, -14.2, 0.3, 18.5, 3.3, -0.4, -0.6, -2.3, 7.1, 2.7
CCOc1ccc(/C(=N\O)C(C)NO)cc1 (stereo not drawn)
    -0.2, ·, -1.3, 24.4, 0.3, -0.5, 0.6, 5.1, 3.4, 5.0
Cc1csc2nc(CSc3nc4ccccc4o3)cn12
    -3.9, -7.8, -0.8, -7.4, 0.7, -0.2, -1.4, -1.1, 1.6, 16.9
CCOC(=O)N1CCN(C(=O)CSc2nc(=O)n3ccccc3n2)CC1
    ·, -0.1, 0.8, ·, 2.7, i, 1.7, 1.3, -2.9, -0.6
CCOc1ccc(NC(=O)C(=O)NCCCn2ccnc2)cc1
    -0.7, -4.6, 0.4, -19.8, -5.5, i, ·, 6.9, -2.4, -6.9
CCc1ccccc1NC(=O)C1CCCN(c2ncccn2)C1 (stereo not drawn)
    0.3, -7.7, -0.4, 50.4*, -1.6, -0.2, 1.2, 4.9, -1.1, -2.6
CC(=O)Nc1ccc(NC(=O)C(C)OC(=O)CCCN2C(=O)c3cccc4cccc(c34)C2=O)cc1 (stereo not drawn)
    ·, -9.8, 13.8, ·, -0.9, -8.2, 0.4, -0.2, 1.7, 9.9
O=S(=O)(Nc1ccc(N2CCOCC2)cc1)c1c(F)cc(F)cc1Br
    -2.6, -1.1, -0.2, 7.4, -11.1, -0.3, -0.7, 4.7, 11.1, -3.6
CN1C(=O)C(CC(=O)Nc2ccc(F)cc2)N(NC(=O)c2cccc(F)c2)C1=S (stereo not drawn)
    5.7, -1.5, -0.7, 29.8, -2.9, -1.4, 0.0, 0.6, 5.6, -2.1
O=C(COC(=O)Cc1cccc(C(F)(F)F)c1)NC1CC1
    2.9, 5.4, -0.3, 8.6, 1.8, -0.3, ·, 2.2, -13.4, -6.4
COc1ccc(OCC(=O)Nc2ccc(NC(=O)c3ccccc3Cl)c(OC)c2)cc1
    3.1, 9.0, 2.7, 10.5, -4.4, 0.6, -0.3, -0.1, -6.9, 32.7
O=C(COc1ccc(Br)cc1)N1CCN(Cc2ccncc2)CC1
    -1.2, -12.2, 0.6, 22.1, 1.5, -2.2, ·, 13.9, ·, 2.1
COc1ccc(NC(C)C(=O)Nc2ccc(C(C)(C)C)cc2)cc1Cl (stereo not drawn)
    9.0, 30.8, 1.8, 19.9, -7.4, -5.6, ·, -0.1, -1.4, 0.6
Cc1ccc2c(cnn2C(=O)CCC(=O)NCc2cccc(Cl)c2)c1
    -5.3, -9.7, 0.5, 33.0, 0.8, -0.8, -0.3, -6.2, -5.6, 0.4
O=C(COC(=O)Cc1cccs1)Nc1cc(S(=O)(=O)N2CCOCC2)ccc1Cl
    ·, -10.7, 0.4, ·, -6.9, -5.7, 0.5, 0.7, 0.8, 8.6
C=CCc1ccc(OCCCNC2CCCC2)c(OC)c1
    ·, -7.3, 10.7, ·, 7.4, -0.3, 1.1, 4.4, -2.2, 4.7

Next section, overlapping the part above by 4 compounds.
Value order – 3CLpro inhibitor, SSB-PriA inh, PfHsp40 yeast, VHR inh abs, Anthrax LF prot, Vc quorum ag, TcdB inh, MazF activator, Rv3671c protease, Yp Topo-I inh
COc1ccc(NC(C)C(=O)Nc2ccc(C(C)(C)C)cc2)cc1Cl (stereo not drawn)
    9.0, 30.8, 1.8, 19.9, -7.4, -5.6, ·, -0.1, -1.4, 0.6
Cc1ccc2c(cnn2C(=O)CCC(=O)NCc2cccc(Cl)c2)c1
    -5.3, -9.7, 0.5, 33.0, 0.8, -0.8, -0.3, -6.2, -5.6, 0.4
O=C(COC(=O)Cc1cccs1)Nc1cc(S(=O)(=O)N2CCOCC2)ccc1Cl
    ·, -10.7, 0.4, ·, -6.9, -5.7, 0.5, 0.7, 0.8, 8.6
C=CCc1ccc(OCCCNC2CCCC2)c(OC)c1
    ·, -7.3, 10.7, ·, 7.4, -0.3, 1.1, 4.4, -2.2, 4.7
Cc1ccc(S(=O)(=O)NC(CC(C)C)C(=O)N2CCC(C)CC2)cc1 (stereo not drawn)
    -3.6, 2.9, 0.2, 5.1, 1.6, -0.3, 3.5, -3.1, -5.3, 0.2
COc1ccc(C(CNC(=O)c2ccc(OCc3cscn3)cc2)N2CCCC2)cc1 (stereo not drawn)
    ·, ·, ·, ·, 1.8, -0.9, 0.6, 3.2, ·, 1.4
CCOC(=O)N1CCN(C(=O)c2ccc(NS(=O)(=O)c3ccc(C)cc3)cc2)CC1
    -4.8, -14.2, -1.2, 1.6, -2.5, i, -1.4, -0.9, -1.4, 2.8
Nc1cc(-c2ccc(Br)cc2)nn1S(=O)(=O)c1cccc2nsnc12
    3.2, 36.1, -0.6, -4.4, -9.0, -0.2, 0.8, 3.6, 4.5, -20.2
COc1cccc(CNC23CC4CC(CC(C4)C2)C3)c1OCc1ccccc1
    -1.9, 7.2, 0.0, 19.1, -5.0, i, 1.4, 13.4, 7.9, 23.5
Cc1ccccc1C(=O)NC(C)C(c1cccs1)N1CCOCC1 (stereo not drawn)
    2.9, -1.4, 1.8, 32.1, -9.5, -0.3, 2.8, 4.8, -11.9, -2.7
CC(=O)C1=C(O)C(=O)N(c2ccc(O)cc2)C1c1ccc(F)cc1 (stereo not drawn)
    -3.9, -8.6, -0.7, 30.6, 1.0, i, 3.6, 8.1, 0.8, 3.2
Cc1ccc(S(=O)(=O)CCC(=O)Nc2ccccc2N2CCCC2)cc1
    ·, 0.8, -0.6, ·, 3.4, 7.1, -0.6, -0.7, 0.2, 14.4
CC(C)(CNC(=O)c1cc2ccccc2o1)N1CCOCC1
    1.4, -12.9, 1.7, 42.2, 0.1, i, ·, 8.5, -0.3, 1.1
Cc1c(C)n(C)c2ccc(C(=O)NCc3cccs3)cc12
    -2.7, 9.5, -1.7, 16.5, 0.4, -0.3, 0.6, -1.6, -22.4, 3.4
COc1cccc(-n2sc3c(c2=S)-c2cc(OC)ccc2NC3(C)C)c1
    -0.8, 71.2, 1.5, 15.1, -7.1, i, ·, -3.9, -0.3, -0.2
CCN(CC)S(=O)(=O)c1cccc(NC(=O)COC(=O)c2cncc(Br)c2)c1
    ·, -3.4, 0.8, ·, 39.2*, i, 1.5, 0.9, -6.1, 9.4
CNC(=O)C(NC(=O)Nc1ccc(C)cc1)C(C)(C)C (stereo not drawn)
    2.7, -7.2, -1.3, 7.6, 3.2, -0.1, 0.3, 7.7, 1.5, 1.0
CCc1ccc(OCc2nnc(SCC(=O)N3CCOCC3)o2)cc1
    -4.2, -0.2, -0.8, 10.3, 0.0, -0.7, 1.1, 3.6, -5.6, -1.6
CCOc1cccc2cc(-c3cn4cc(C)ccc4n3)c(=O)oc12
    -1.2, -12.8, -1.0, 10.4, -2.4, i, ·, -56.8, 3.7, -3.5
COC(=O)c1c(C)c2c(C)cc3ccccn3c-2c1C(=O)OC
    0.7, -4.0, 1.1, -3.8, -8.2, i, ·, 23.7, 21.1, 5.3
CN(CC(=O)Nc1c(Cl)cccc1Cl)C(=O)c1sccc1-c1ccccc1
    ·, -4.2, -0.7, ·, -2.5, i, 1.0, -10.5, -3.1, 12.0
O=C1c2cccnc2C(=O)N1Cc1ccco1
    -8.1, 7.9, -2.1, 8.1, 1.8, i, ·, 11.3, 3.2, 8.4
COCCN1Cc2cccc(C(=O)Nc3ccc4c(c3)OCCO4)c2C1=O
    0.2, -0.5, 0.6, 12.4, -9.5, -0.2, 1.2, -5.6, 2.1, 8.6
C=CCn1c(SCC(=O)NC2CCCC2)nnc1-c1cccnc1
    0.8, 7.3, -0.5, 27.9, 2.6, 1.2, 0.4, 2.8, 3.2, 3.5
Cc1cccc(NC(=O)CSc2nc3ccc(N4C(=O)c5ccccc5C4=O)cc3s2)c1C
    1.6, 0.1, -1.4, 3.8, -4.5, i, ·, -5.9, -0.4, -4.2
Cc1ccc2c(C)c(C(=O)N(Cc3ccc(F)cc3)C3CCS(=O)(=O)C3)oc2c1 (stereo not drawn)
    9.8, 4.1, -0.2, -11.5, 2.6, -1.0, 0.9, 1.9, -0.8, 33.8
O=C(NS(=O)(=O)N1CCOCC1)C1=C(N2CCCC2)COC1=O
    ·, -7.7, -0.3, ·, -2.4, i, 0.9, -1.1, 1.4, 2.6
COc1ccc(F)cc1C(=O)C1CCCN(C(=O)c2cccc(N(C)C)c2)C1 (stereo not drawn)
    -4.1, 21.0, -0.5, 13.9, 3.1, -0.6, -0.3, -3.0, -1.7, 10.5
CC(C)(C)OC(=O)N1Cc2ccccc2C[C@H]1C(=O)NCC(=O)NC1CCCCC1
    -5.1, -10.9, -0.8, 20.9, -0.3, 3.1, 1.3, 4.0, -3.5, 14.2

Screens deposited in PubChem BioAssay by several laboratories.

The list is partial, so the mix of outcomes need not match the whole.
